14-3-3 Bad inh – disrupts binding of bovine 14-3-3 zeta to phospho-Bad peptide. AID 781. TR-FRET 14-3-3zeta/Dy647-pBad peptide displacement, 1 h. inhibition, % at 21.7 µM. 220,000 tested, 0.71% active;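 active = inhibition above about 70%, limit read from the data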;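 note: 0% = full 14-3-3 plus peptide FRET controls and 100% = background without 14-3-3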
Wee1 degr inh – blocks degradation of human Wee1 kinase. reporter increase, % at 5 µM. 220,000 tested, 1.2% active. P30291. AID 1321. HeLa Luc-Wee1K328M stability, luciferase luminescence; 100% = proteasome inhibitor MG132 effect;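 active = activation above the mean of all tested compounds plus 3 SD, set per screening run, cut at about 8.8% in these data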;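 note: cells exposed to compound for 20 h before luminescence read; 0% = DMSO alone and 100% = MG132 at 30 µM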
KLK5 inh – inhibitors of human kallikrein 5; Q9Y337; recombinant hK5, fluorogenic AMC substrate cleavage; inhibition, % at 5 µM; 210,000 tested, 0.59% active;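 active = inhibition of 40% or more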;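 note: 0% = enzyme controls without compound and 100% = no-enzyme blanks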
Target sequence (Q9Y337 67-293 limits assumed): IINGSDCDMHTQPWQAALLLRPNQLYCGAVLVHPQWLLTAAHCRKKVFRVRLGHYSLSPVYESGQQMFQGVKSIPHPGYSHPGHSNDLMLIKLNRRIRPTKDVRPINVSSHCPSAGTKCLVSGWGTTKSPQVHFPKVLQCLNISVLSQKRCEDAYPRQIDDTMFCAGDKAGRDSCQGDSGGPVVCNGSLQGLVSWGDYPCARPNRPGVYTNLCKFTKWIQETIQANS
FXIa inh – blocks human coagulation factor XIa protease activity. P03951. inhibition, % at 5 µM. 220,000 tested, 0.14% active. purified FXIa, Boc-Glu-Ala-Arg-AMC fluorogenic substrate. AID 798;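 active = inhibition of at least 40%; inactive = inhibition below 40%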;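 note: fluorescence of freed AMC excited at 355 nm; 0% = enzyme without compound and 100% = no enzyme blank; many of its hits are not listed in these tables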
Runt-SMMHC FRET – inhibitors of human RUNX1 Runt domain binding to CBFb-SMMHC; 220,000 tested, 0.74% active; AID 1434; Cerulean-Runt/Venus-CBFb-SMMHC FRET ratio 530/480, 1 h; inhibition, % at 20 µM; Q01196+Q13951;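 active = mean inhibition across duplicate retests at 20 µM reaching about 50%, limit read from the data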;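 note: 0% = DMSO wells and 100% = wells with excess untagged CBFb-SMMHC; inhibitors lower the FRET ratio by blocking Runt binding to CBFb-SMMHC; some results filed as inactive read as strong as hits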
Runt-CBFb FRET – Runt domain-CBFb interaction inhibition; Q01196+Q13951; inhibition, % at 20 µM; AID 1496; 220,000 tested, 0.46% active; Cerulean-Runt/Venus-CBFb FRET ratio 530/480, 1 h;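 active = inhibition over about 50% at 20 µM in the single-dose screen, limit read from the data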;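 note: 0% = DMSO wells and 100% = excess unlabeled CBFb competitor control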
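Reagent – Venus-CBFb binding partner, 100 nM · Assay system – Cerulean-tagged RUNX1 Runt domain (FRET donor) fusion protein · Input – 100 nM per protein · Incubation – two 1 h room-temperature incubations shielded from light · Measured by – FRET fluorescence · Medium – Tris buffer pH 7.5 with salts and BSA · Benchmarks – unlabeled CBFb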
Thrombin inh – blocks human thrombin protease activity; P00734; alpha-thrombin, Boc-VPR-AMC fluorogenic substrate cleavage; inhibition, % at 5 µM; 220,000 tested, 0.26% active; AID 1046;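 active = inhibition at or above 40%; inactive = inhibition below 40%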;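 note: 0% = enzyme with no compound and 100% = wells without enzyme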
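System: Human alpha-thrombin protein | Medium: pH 7.5 Tris (50 mM) with NaCl 150 mM, Tween 20 0.05% | Times: Enzyme reaction carried out at room temperature | Detection: AMC fluorescence, 355/460 nm | Evaluation: Percent inhibition scaled between no-compound controls and no-enzyme blanks | Benchmarks: Enzyme without compound as high, wells lacking enzyme as low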
Hck Nef HTS – inhibitors of human Hck kinase activated by Nef. Recombinant Hck-YEEI plus Nef, Z-Lyte FRET kinase assay. P08631. AID 463187. inhibition, % at 20 µM. 220,000 tested, 0.68% active;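 active = Hck-Nef kinase inhibition above about 50%, limit read from the data; inactive = inhibition below that limit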;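 note: 0% = DMSO with Hck plus Nef and 100% = Hck alone without Nef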
Target sequence (P08631 whole entry, looked up): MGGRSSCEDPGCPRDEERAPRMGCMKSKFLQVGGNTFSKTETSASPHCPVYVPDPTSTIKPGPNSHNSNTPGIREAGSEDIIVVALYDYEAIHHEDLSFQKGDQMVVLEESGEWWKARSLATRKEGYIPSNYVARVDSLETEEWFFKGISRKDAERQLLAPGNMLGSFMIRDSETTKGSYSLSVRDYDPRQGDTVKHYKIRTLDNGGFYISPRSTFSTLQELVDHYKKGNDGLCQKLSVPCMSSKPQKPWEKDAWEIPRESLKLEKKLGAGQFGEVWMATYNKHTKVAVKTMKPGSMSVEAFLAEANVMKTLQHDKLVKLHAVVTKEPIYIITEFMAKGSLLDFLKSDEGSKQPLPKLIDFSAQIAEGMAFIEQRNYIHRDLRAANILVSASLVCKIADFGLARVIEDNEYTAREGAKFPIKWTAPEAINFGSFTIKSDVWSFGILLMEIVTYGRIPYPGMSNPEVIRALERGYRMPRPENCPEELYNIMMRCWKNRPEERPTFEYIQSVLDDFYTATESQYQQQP
FXIIa inh – inhibitors of human coagulation factor XIIa | inhibition, % at 5 µM | purified FXIIa, Boc-QGR-AMC fluorogenic substrate, 2 h | P00748 | 220,000 tested, 0.3% active; in the data active = inhibition above about 40%;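 note: 0% = enzyme with no compound and 100% = blank without enzyme; many of its hits are not listed in these tables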
Numbers without * were called inactive; . = not tested or not shown; & = joins results of further samples; [ ] = dose if it differs, or a comment. Random draw from the library; overall some 4.2% were active at least once.

SMILES	14-3-3 Bad inh	Wee1 degr inh	KLK5 inh	FXIa inh	Runt-SMMHC FRET	Runt-CBFb FRET	Thrombin inh	Hck Nef HTS	FXIIa inh
COc1ccc(CNCCC(c2ccc(F)cc2)c2ccc(OC(C)C)cc2)cc1OC (stereo not given)	4	3	5	-2	-4	-1	-2	24	3
CC(C)Cn1cnc2c1c(=O)n(CC(=O)Nc1ccc3c(c1)OCO3)c(=O)n2Cc1ccccc1	-7	3	-13	0	2	-1	0	1	16
Cc1cc(C)n(C(=O)CNC(=O)/C=C/c2ccccc2)n1	-11	-4	0	-2	0	-2	-5	20	7
O=C(NC12CC3CC(CC(C3)C1)C2)OCCNC1CCCCC1	3	1	-10	-9	-7	2	-5	7	-4
CC(C)(C)c1csc(NC(=O)CSc2nc3ccccc3c(=O)[nH]2)n1	-7	-2	-18	18	-19	-10	4	1	22
CC(C)(C)c1cc(-c2n[nH]c(=S)n2-c2ccccc2F)n[nH]1	-10	-3	1	0	8	18	-7	-40	6
Cc1ccc(N/C(CSC(N)=O)=N/S(=O)(=O)c2ccccc2)cc1	0[fluorescence artefact?]	4	-8	8	-2	-2	-2	2	5
COCON1C(=O)CN(C(C)=O)C1c1ccc(Cl)cc1Cl (stereo not given)	4	-1	-2	1	16	8	-1	-1	12
COCCN1CCN(Cc2nc(C3(c4ccc(C)cc4)CCCC3)no2)CC1	-4	3	.	2	5	-2	0	10	10
Oc1c(C=C2N=c3ccccc3=N2)sc(=S)n1C1CCCCC1	6&4	-2&-3	14&-6	8&6	-1&-3	-1&2	1&-5	2&7	5&5
Cc1ccc(N2CCN(S(=O)(=O)N3CCCCC3)CC2)cc1Cl	-5[fluorescence artefact?]	-1	-15	2	-2	-4	-4	2	5
N=C(SC1CC(=O)N(c2ccc(F)cc2)C1=O)N1N=C(c2ccccc2)CC1c1ccccc1 (stereo not given)	7	-3	-5	-4	-2	-1	-10	-21	.
COc1ccc(NC(=O)NS(=O)(=O)c2ccc(C)cc2)c(OC)c1	-6[fluorescence artefact?]	1	15	8	-3	11	-8	1	-3
CN(C)c1ccc(C(=S)N2CCNCC2)cc1	5[fluorescence artefact?]	1	-9	3	9	1	-8	1	10
Cc1cccn2c(=O)c(/C=C(\C#N)C(N)=O)c(Oc3ccccc3)nc12	-3	-1	0	1	119*	11	-8	16	3

7 structures already listed, ordered by formula weight, smallest number first:
SMILES	14-3-3 Bad inh	Wee1 degr inh	KLK5 inh	FXIa inh	Runt-SMMHC FRET	Runt-CBFb FRET	Thrombin inh	Hck Nef HTS	FXIIa inh
O=C(NC12CC3CC(CC(C3)C1)C2)OCCNC1CCCCC1	3	1	-10	-9	-7	2	-5	7	-4
Oc1c(C=C2N=c3ccccc3=N2)sc(=S)n1C1CCCCC1	6&4	-2&-3	14&-6	8&6	-1&-3	-1&2	1&-5	2&7	5&5
Cc1ccc(N/C(CSC(N)=O)=N/S(=O)(=O)c2ccccc2)cc1	0[fluorescence artefact?]	4	-8	8	-2	-2	-2	2	5
COCCN1CCN(Cc2nc(C3(c4ccc(C)cc4)CCCC3)no2)CC1	-4	3	.	2	5	-2	0	10	10
COc1ccc(CNCCC(c2ccc(F)cc2)c2ccc(OC(C)C)cc2)cc1OC (stereo not given)	4	3	5	-2	-4	-1	-2	24	3
N=C(SC1CC(=O)N(c2ccc(F)cc2)C1=O)N1N=C(c2ccccc2)CC1c1ccccc1 (stereo not given)	7	-3	-5	-4	-2	-1	-10	-21	.
CC(C)Cn1cnc2c1c(=O)n(CC(=O)Nc1ccc3c(c1)OCO3)c(=O)n2Cc1ccccc1	-7	3	-13	0	2	-1	0	1	16

(listing goes on)
SMILES	14-3-3 Bad inh	Wee1 degr inh	KLK5 inh	FXIa inh	Runt-SMMHC FRET	Runt-CBFb FRET	Thrombin inh	Hck Nef HTS	FXIIa inh
Cn1c(CN2CCC(C(N)=O)CC2)c(C#N)c2ccccc21	-9[fluorescence artefact?]	-1	-6	7	-1	0	3	1	12
COc1ccc(OC(=O)c2c(C)nn(-c3ccccc3)c2C)cc1	-7	-1	-1	3	-1	-1	9	4	11
CCNC(=S)N=Nc1c(O)n(Cc2ccc(Cl)cc2)c2ccccc12	3	5	-5	9	-1	-1	5	-30	16
Cc1cc2c3c(c1)C1(C(=O)N3C(C)(C)CC2C)C(C#N)=C(N)Oc2n[nH]c(C)c21 (stereo not given)	10	-1	1	-7	1	-2	-4	3	-6
N#Cc1cccc(N=c2ssnc2Cl)c1	50	2	-7	4	35	14	-6	-14	12
COc1cccc(CNCCO)c1OCc1ccccc1Cl	-15	-1	-20	5	-2	-2	-5	2	7
CC(c1ccco1)N(C(=O)COc1ccc(Cl)cc1Cl)c1ccccn1 (stereo not given)	-3	5	-27	1	2	-1	-15	0	-5
COc1ccc(CNCC(=O)Nc2sccc2C#N)cc1	1	-2	-8	-1	-2	1	-2	-11	4
Cc1nc(-c2ccc(NS(=O)(=O)c3ccccc3)cc2)cs1	-2	-3	1	2	-2	-2	-2	18	10
CS(=O)(=O)N1CCN(C(=O)C(Sc2ccccc2)c2ccccc2)CC1 (stereo not given)	-2	1	-15	-7	3	1	0	7	7
COC(=O)c1ccc(CN(Cc2ccc(C(=O)OC)o2)C(C)(C)C)o1	19	0	2	-13	0	-1	1	-1	17
Cn1c(SCC(=O)N/N=C/c2cccnc2)nnc1-c1ccccc1	-5	4	0	1	-2	0	-5	25	4
CCCNC(=S)NNC(=O)c1cccs1	0	-2	.	-2	-2	1	-10	-1	8
COc1cc(OC)c2c(-c3ccccc3)cc(=O)oc2c1C(CCN1CCCC1)c1ccc2c(c1)OCO2 (stereo not given)	-1	.	-4	-6	2	1	-9	30	5
CCc1nc2ccc(C(=O)NCc3ccccc3)cc2nc1CC	-5	3	-3	-1	2	2	2	-1	8
CNC(=O)CS(=O)CC(=O)Nc1cc(OCCOC)c(Cl)cc1Cl (stereo not given)	-7	8.9*	.	-5	-1	-2	0	-15	-1
Cc1cccc(C2Nc3ccccc3C(=O)N2c2ccccc2)n1 (stereo not given)	-16	2	0	0	-5	-5	1	0	8
O=C(c1cccs1)c1no[n+]([O-])c1C(=O)c1cccs1	8[fluorescence artefact?]	-2	-19	2	6	0	-7	-2	4
Cn1c(C(=O)N2CCN(c3cccc(C(F)(F)F)c3)CC2)cc2sccc21	2	2	4	1	2	-4	-2	-3	10
Cc1ccc(C(=O)NCC(=O)O)o1	-19	0	-2	-1	-1	0	-3	17	8
CCn1c(COc2ccccc2C(N)=O)nc2ccccc21	8[fluorescence artefact?]	1	-20	3	-4	-5	0	0	7
Clc1ccc(Cn2ccc(C3CC3)n2)cc1	-11	0	-2	0	2	1	2	1	5
Cc1cc(C)c2[nH]c(=O)c(C(c3nnnn3Cc3ccc4c(c3)OCO4)N3CCCC3)cc2c1 (stereo not given)	-12	0	0	3	-2	8	-7	1	5
COc1ccc(OC)c(NC(=O)C2CC(=O)N(c3ccc(Br)cc3)C2)c1 (stereo not given)	-1	1	-22	8	-1	0	2	0	12
NS(=O)(=O)c1ccc(NC(=O)C(Sc2ccccc2)c2ccccc2)cc1 (stereo not given)	2	4	3	0	0	0	-9	-1	5
Cc1cc(C)n2nc(-c3sccc3-n3cccc3)cc2n1	-7	1	-20	7	-6	-1	2	-1	19
COc1ccc(-n2c(-c3ccc(Cl)cc3)c[n+]3c2CCc2ccccc2-3)cc1	-2	5	-4	-4	-2	0	3	28	1
O=c1[nH]nc(Cc2ccc(-c3ccccc3Cl)o2)c2ccccc12	.	-1	-7	2	-6	-1	2	-2	11
CN(NC(=O)Nc1ccccc1)c1cnn(C)c(=O)c1Cl	-5	4	4	14	-3	0	2	16	8
O=C(OC1CCc2ccccc2C1=O)c1ccccc1O (stereo not given)	-7	1	1	1	0	0	-7	0	-4

Source: PubChem
